Screening data (PubChem)
mIDH1 inhibitor: inhibitors of human mutant IDH1 R132H | Potency, µM (series often up to 76.6 µM), for the others: at the top dose activity change, negative = inhibition, hits mostly inhibitors | IDH1-R132H enzyme, NADPH consumption, diaphorase/resazurin fluorescence | 390,000 tested, 0.093% active; also: potency is read from the fitted curve at half-maximal effect; % is scaled to controls: 0 for no effect and ±100 for the full control effect; nearly all actives have a fitted effect of over 65% in size
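IDH1-R132H (0.5 ug/mL) preincubated 30 min with compound, then NADPH (0.016 mM) and alpha-KG (2 mM) added; 80 min at RT, pH 7.5. Remaining NADPH coupled via diaphorase/resazurin to fluorescence (540/590 nm); concentration-response curves normalized to no-enzyme control.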
TrxR1 substrate: is turned over as a substrate by rat TrxR1 | O89049 | 390,000 tested, 0.01% active | Potency, µM (titrated, usually from 114 µM), for the others: at the highest dose activity change, negative = substrate turnover | purified TrxR1 substrate turnover, NADPH consumption readout; also: potency is read from the fitted curve at half-maximal effect; % is scaled to controls: 0 for no effect and ±100 for the full control effect; nearly all actives have a fitted effect of over 50% in size
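Rat TrxR1, dispensed at 90 nM, was prereduced with 400 uM NADPH (final) for 5 min at ~22 deg C, then incubated with compound 15 min before 400 uM selenite. A first-read NADPH fluorescence drop versus no-compound background flagged substrates.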
LDHA inh: LDHA (human) enzyme inhibition. P00338. purified LDHA, NADH/diaphorase-resazurin fluorescence; active compounds read low. activity change, % (values are at about 110 or 230 µM). 480,000 tested, 0.15% active. AID 1347041; in the data active = activity change below about -30%; inconclusive = mostly about -25% to -30%;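 also: plate controls were DMSO wells for no effect and wells without enzyme for full effect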
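Human LDH5 at 2 nM final in Tris HCl pH 7.4 with 0.06 mM NADH and 0.2 mM pyruvate, reacted 5 minutes at room temperature. Remaining NADH coupled via diaphorase/resazurin; resorufin fluorescence read at 0 and 20 minutes, normalized to enzyme-free and DMSO wells.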
TrxR1 inh: rat TrxR1 inhibition | O89049 | recombinant rTrxR1, NADPH fluorescence consumption, selenite substrate | Potency, µM (top dose mostly 114 µM), inactives show at the top dose activity change, negative = inhibition, most hits filed as inhibitors | 390,000 tested, 1% active; also: potency is read from the fitted curve at half-maximal effect; % is scaled to controls: 0 for no effect and ±100 for the full control effect; nearly all actives have a fitted effect of over 65% in size
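Rat TrxR1 (90 nM in the dispensed reagent) was pre-reduced with 400 uM NADPH for 5 min at room temperature, then incubated with compound for 15 min. After 400 uM selenite was added, NADPH fluorescence (Ex 340/Em 450 nm) was followed for 8 min.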
Vif-APOBEC3F blk: inhibitors of Vif-A3F interaction. Potency, µM (top dose mostly 46.1 µM), without a hit: at the highest dose activity, negative = active. HeLa A3F-eYFP + Vif (tagged APOBEC3F with the HIV-1 protein that degrades it), YFP fluorescence increase. 390,000 tested, 0.2% active; also: potency is read from the fitted curve at half-maximal effect; % of control where 0% means no effect; nearly all actives have a fitted effect of over 65% in size
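HeLa cells stably expressing A3F-eYFP plus Vif, plated and incubated overnight at 37 deg C, then exposed to compounds overnight at 37 deg C. Blocked degradation read as raised yellow fluorescence (Ex 488/Em 500-530).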
USP1 inh: USP1/UAF1 (human) deubiquitinase inhibition; O94782; recombinant USP1/UAF1, Ub-Rhodamine cleavage fluorescence; Potency, µM (top dose mostly 57.1 µM), inactives show at the highest dose activity change, negative = inhibition, hits mostly inhibitors; 390,000 tested, 0.23% active; AID 743255; also: potency is read from the fitted curve at half-maximal effect; % is scaled to controls: 0 for no effect and ±100 for the full control effect; nearly all actives have a fitted effect of over 60% in size; inactives centre near -12
Target sequence (O94782 whole entry, looked up): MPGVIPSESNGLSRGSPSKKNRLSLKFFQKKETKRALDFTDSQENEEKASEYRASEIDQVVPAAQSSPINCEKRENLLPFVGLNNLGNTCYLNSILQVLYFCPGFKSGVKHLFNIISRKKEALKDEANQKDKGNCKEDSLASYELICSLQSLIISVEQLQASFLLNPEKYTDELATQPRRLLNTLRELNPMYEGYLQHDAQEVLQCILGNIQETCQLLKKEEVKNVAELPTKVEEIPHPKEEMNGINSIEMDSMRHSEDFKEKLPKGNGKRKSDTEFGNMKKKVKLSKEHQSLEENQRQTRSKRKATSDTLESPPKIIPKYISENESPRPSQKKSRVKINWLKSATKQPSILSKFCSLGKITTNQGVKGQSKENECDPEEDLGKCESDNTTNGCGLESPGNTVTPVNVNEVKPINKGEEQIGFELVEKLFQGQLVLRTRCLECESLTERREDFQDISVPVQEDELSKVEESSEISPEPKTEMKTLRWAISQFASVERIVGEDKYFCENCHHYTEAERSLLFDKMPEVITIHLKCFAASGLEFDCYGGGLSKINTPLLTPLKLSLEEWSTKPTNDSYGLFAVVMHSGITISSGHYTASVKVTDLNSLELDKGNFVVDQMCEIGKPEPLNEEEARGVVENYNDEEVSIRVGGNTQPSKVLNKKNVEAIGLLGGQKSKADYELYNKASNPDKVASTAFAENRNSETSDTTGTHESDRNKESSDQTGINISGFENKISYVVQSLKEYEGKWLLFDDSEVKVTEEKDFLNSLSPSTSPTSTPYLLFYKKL
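Step one: compound is pinned into 1nM USP1/UAF1 in HEPES pH 7.8 buffer with TCEP. Step two: 15 min room-temperature incubation. Step three: Ub-Rho (150nM final) starts cleavage, tracked by fluorescence over six one-minute reads.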
Vif-A3G inh: inhibitors of Vif-APOBEC3G interaction; Q9HC16; HeLa A3G-eYFP + Vif (tagged APOBEC3G with the HIV-1 protein that degrades it), YFP fluorescence, overnight; Potency, µM (highest dose often 46.1 µM), for inactives: top-dose activity, negative = active, usual class: inhibitors; 410,000 tested, 0.076% active; AID 602310;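 also: potency is read from the fitted curve at half-maximal effect; % is scaled to controls: 0 for no effect and ±100 for the full control effect; nearly all actives have a fitted effect of over 60% in size; hits raise eYFP signal because A3G escapes Vif-driven loss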
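Read-out is eYFP fluorescence (Ex 488/Em 500-530) from Vif-expressing HeLa A3G-eYFP cells; more signal means A3G escaped Vif-mediated degradation. Cells plated overnight, compound pinned in, incubated overnight at 37 deg C.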
Glioma ERSR ind: induces the endoplasmic reticulum stress response in human glioma cells; U87-MG GRP78 promoter luciferase reporter, 16 h; Potency, µM, inactives show at the top dose activation, usual class: activators; 420,000 tested, 0.02% active; AID 602332; also: potency is read from the fitted curve at half-maximal effect; series mostly up to about 76 µM; % of control where 0% means no effect; nearly all actives have a fitted effect of over 35% in size
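ERSR induction read as luciferase luminescence (Bright-Glo, 10 min at room temperature) in stably transfected human U87-MG glioma cells exposed to compounds for 16 h, using GRP78 as sensor.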
RGS4 inh: blocks human RGS4-accelerated GTP hydrolysis; P49798; Transcreener GDP fluorescence polarization, RGS4-accelerated GTP hydrolysis; Potency, µM (top dose mostly 114 µM), without a hit: at the highest dose activity change, negative = inhibition, most hits filed as inhibitors; 390,000 tested, 0.039% active; also: potency is read from the fitted curve at half-maximal effect; % is scaled to controls: 0 for no effect and ±100 for the full control effect; nearly all actives have a fitted effect of over 75% in size; some results filed as inactive show a strong effect at the top dose
Target sequence (P49798 whole entry, looked up): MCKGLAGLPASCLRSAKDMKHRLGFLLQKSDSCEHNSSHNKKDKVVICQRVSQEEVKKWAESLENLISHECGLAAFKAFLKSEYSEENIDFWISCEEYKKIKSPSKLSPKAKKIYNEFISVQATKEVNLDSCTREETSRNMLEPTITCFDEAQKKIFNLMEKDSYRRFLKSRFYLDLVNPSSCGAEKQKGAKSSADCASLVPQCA
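MLSMR compounds (23 nl, pin-transferred) preincubated 10 min at room temperature with a 500nM (2x) first reagent, then RGS4 at 900nM (2x) plus Transcreener GDP mix added; fluorescence polarization (620/688 nm) read before and after 90 min at 30 °C.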
Starred values were filed as active, the others as inactive; ? = inconclusive; . = no result given; & = joins results of further samples; [ ] = dose if it differs, or a comment. Unless noted, calls follow the shape of the dose curve; as a rule, active = well fitted curve in the direction sought with a large enough effect; inconclusive = small, poorly fitted or top-dose-only effect, or another doubt; inactive = no such curve, though single readings can be large; an effect the other way counts as inactive or inconclusive. These rows are one share of the data; count on the stated rates, not on these rows.

SMILES	mIDH1 inhibitor	TrxR1 substrate	LDHA inh	TrxR1 inh	Vif-APOBEC3F blk	USP1 inh	Vif-A3G inh	Glioma ERSR ind	RGS4 inh
COc1ccc(CCNC(=O)C2CCCN(C(=O)c3ccc(Cl)cc3)C2)cc1 (stereo not given)	0%	-4%	-3	7%	-1%	5%	-1%	-2%	-9%
CCCNc1ncnc2c1c(-c1ccccc1)cn2-c1ccccc1	?	-9%[57.1 µM]	1	-5%[57.1 µM]	9%	-19%	-8%	-3%	-26%
CC(C)(C)NC(=O)CN(C(=O)CNC(=O)c1cccs1)c1ccc2c(c1)OCCO2	3%	-8%	3	16%	-1%	-17%	2%	-1%	-15%
CCNc1nc(SCCOc2ccc(Cl)cc2Cl)nc(N(C)C)n1	4%	1%	1	22%	-15%	-28%	2%	-4%	-8%
CN(Cc1ccco1)C(=O)c1ccc(CNS(=O)(=O)c2ccc3c(c2)C(C)(C)C(=O)N3C)cc1	-3%	1%	-8	11%	-11%	-3%	3%	0%	-1%
CCN(CC)CCCNC(=O)CN1C(=O)CSc2ccc(S(=O)(=O)N3CCOCC3)cc21	-1%	1%	-4	2%	-6%	-12%	-13%	0%	8%
Cc1cnc(C(=O)OCC(=O)N2CCc3ccccc3C2)cn1	-1%	-2%	0	-5%	.	-10%	1%	-4%	14%
COc1ccc(C2CCCN2C(=S)Nc2ccccc2C)cc1OC (stereo not given)	0%	1%	1	8%	17%	-23%	0%	1%	3%
Clc1ccccc1-c1nc2nc3ccccc3nc2n1-c1ccc2c(c1)OCO2	-7%	-3%	-1	0%	2%	-15%	-11%	-1%	-15%
O=C(c1cccc(C(F)(F)F)c1)N(c1ccccn1)C1CCCCC1	4%	-2%[57.1 µM]	-8	0%[57.1 µM]	1%	-25%	5%	1%	3%
Cc1nc(N)[nH]c(=O)c1Oc1cccc(C(F)(F)F)c1	11%	-6%[57.1 µM]	0	50%[activator][57.1 µM]	12%	-1%	3%	-4%	-15%
Nc1nonc1-n1nnc(C(=O)O)c1-c1cccs1	9%	3%[57.1 µM]	-6	24%[57.1 µM]	5%	-9%	1%	-6%	-14%[11.4 µM]
COc1ccc2nc(SCC(=O)NC3CCCCC3)[nH]c2c1	-6%	0%	-7	4%	-7%	-20%	1%	0%	9%
O=C(O)c1cccc(NC(=S)NC(=O)c2cncc(Br)c2)c1	0%	-8%	2	?	3%	9%	-4%	-2%	-19%
Cc1ccc(Sc2c(C)nn(C(=O)c3cccc(S(=O)(=O)N4CCOCC4)c3)c2C)cc1	7%	6%	2	23%	-9%	-14%	1%	5%	-27%
COc1ccc(Cc2nc3ccc(C(=O)N4CCN(C)C(C)C4)cc3o2)cc1OC (stereo not given)	-17%	6%	-4	11%	-9%	-25%	5%	0%	-4%
O=C(CNC(=S)N(Cc1ccccc1)Cc1ccccc1F)NCCc1ccc(Cl)cc1	-12%	-6%	-1	12%[57.1 µM]	5%	1%	1%	-5%	3%
Cc1nc2scc(-c3ccccc3)c2c(=O)o1	10%	11%[57.1 µM]	-2	0%[57.1 µM]	-6%	-7%	0%	0%	-29%
CC12CCC(C(=O)N(NC(=O)c3ccc(O)cc3)C1=O)C2(C)C (stereo not given)	12%	8%	-3	13%	-3%	-1%	0%	-2%	22%
O=C(CCSCCc1ccccn1)Nc1cccc([N+](=O)[O-])c1	7%	7%[57.1 µM]	-9	14%[57.1 µM]	-14%	-1%	0%	-2%	19%
COC(=O)C(Cc1ccc(O)cc1)NC(=O)C1CCN(S(=O)(=O)c2ccc(C)cc2)CC1 (stereo not given)	9%	-1%[57.1 µM]	-2	25%[57.1 µM]	15%	-12%	0%	3%	-18%
COc1cccc(/C=N/NC(=O)c2cnccn2)c1	-1%	-11%	-7	6%[57.1 µM]	-1%	-7%	0%	1%	3%
O=c1c(C(c2ccccc2)c2c(O)nc3n(c2=O)CCS3)c(O)nc2n1CCS2	-1%	-3%	-7	7.1µM*	-2%	0%	-9%	-2%	2%
CC(=O)Nc1nc(NC(=O)C(Cl)(Cl)Cl)n(-c2ccccc2)n1	2%	2%[57.1 µM]	11	3%[57.1 µM]	-11%	-2%	5%	-4%	14%
COc1ccc(-c2nc(SC(C)C(=O)NC3CC3)n[nH]2)cc1 (stereo not given)	2%	11%[57.1 µM]	0	18%	9%	?	-3%	2%	30%
Cc1ccc2sc(N(Cc3cccnc3)C(=O)C3COc4ccccc4O3)nc2c1C (stereo not given)	-12%	-3%[57.1 µM]	1	-5%[57.1 µM]	-7%	-13%	-2%	1%	-20%
CN(C)CCNCc1ccccc1OC1CCCC1	5%	8%[57.1 µM]	-8	11%	8%	-3%	2%	-2%	-15%
CC(=O)c1ccc(OCC(O)CN2CCN(S(=O)(=O)c3c(C)cc(C)cc3C)CC2)cc1 (stereo not given)	5%	10%[57.1 µM]	-13	1%[57.1 µM]	9%	-17%	3%	-6%	8%
CC(=O)c1ccc(NC(=O)c2ccc3c(c2)nnn3C2CCCC2)cc1	-13%	-3%[57.1 µM]	-4	13%[57.1 µM]	-1%	-8%	0%	0%	7%
COc1ccc(-c2c(-c3ccc(OCC(=O)NN)cc3O)n[nH]c2C(F)(F)F)cc1	?	1%	-3	8%	-10%	-14%	-4%	-4%	-25%
CC1=NN(c2ccc(C)c(C)c2)C(=O)/C1=C/c1ccc2c(c1)n(C)c(=O)n2C	9%	-17%	1	-30%	4%	-22%	2%	-1%	?
CCOc1cc(/C=C(/NC(C)=O)C(=O)O)cc(Cl)c1OCc1ccc(Br)cc1	-8%	-7%	-1	-7%	3%	-24%	-5%	-3%	-2%
Cc1c(Cl)ccc2sc(NC(=O)CN3C(=O)c4ccccc4C3=O)nc12	-4%	-8%	2	11%[57.1 µM]	8%	-5%	1%	-1%	3%
CCOc1ccccc1NS(=O)(=O)c1ccc2c(c1)oc(=O)n2C	4%	5%	6	22%	0%	-14%	-1%	-1%	-1%
COc1ccc(NC(=O)CSc2nnc(C3CCCCC3)n2N)c(OC)c1	-6%	3%	-2	14%	3%	-26%	-10%	-1%	9%
O=C(O)C1Nc2c(Cl)cc(Cl)c(Cl)c2C2C=CCC12 (stereo not given)	-16%	-1%	13	?	-2%	-17%	0%	-4%	?
O=C(CSc1n[nH]c(-c2ccccc2)n1)NC(=O)NCc1ccco1	1%	-4%	-5	-21%	0%	-11%	-2%	-3%	-29%
CN(C)CCCNc1cc(N2CCN(C)CC2)ncn1	.	0%	-3	7%	.	.	1%	-4%	.
Cc1cccc(NC(=O)CCC(=O)N/N=C/c2ccncc2)c1	3%	-8%[57.1 µM]	-3	10%[57.1 µM]	-3%	-20%	0%	-1%	-13%
O=C(NCC1CCN(c2ccc(S(=O)(=O)N3CCOCC3)cc2)CC1)c1cccc(Cl)c1	15%	17%	-15	17%	-4%	-14%	0%	-4%	15%
COc1ccccc1CNC(=O)c1nn(-c2ccc(C)cc2)c(=O)c2c1c1ccccc1n2C	0%	9%&29%	1&-3	26%&22%	2%	-17%&-11%	0%	-5%	14%&14%
Cc1ccc(C(=O)CSc2nnc(CNc3ccc(C)cc3C)n2Cc2ccco2)cc1	4%	-4%	1	7%	1%	-8%	0%	-6%	14%
CCOC(=O)N1CCN(C(=O)c2ccc(S(=O)(=O)Nc3ccc(C)cc3)cc2)CC1	2%	4%[57.1 µM]	-7	2%[11.4 µM]	3%	-1%	1%	-3%	-6%
CCOC(=O)CSc1nc2ccsc2c(=O)n1C1CCN(C(=O)OCC)CC1	7%	-5%	-6	-5%	-11%	4%	1%	-3%	27%
CCCCCCCC(=O)Oc1ccc(C(=O)Nc2cc(C)on2)cc1	-5%	-2%	-5	9%	15%	-2%	-3%	0%	-16%[56.9 µM]
CCOc1ccc(C2C3=C(CC(C)(C)CC3=O)N(CC(=O)O)C3=C2C(=O)CC(C)(C)C3)cc1OCC	0%	5%	2	11%	-1%	-20%	4%	-6%	11%
COc1ccc(CNS(=O)(=O)c2cc3c(cc2C)n(C)c(=O)c(=O)n3C)cc1	8%	-7%	-6	4%	-1%	-26%	-1%	-4%	7%
CC/C(=N/NC(=O)CCC(=O)Nc1ccccc1OC)c1ccccc1	3%	1%	-1	8%	-4%	-10%	0%	-3%	-3%
CCOc1ccc(-c2cc(C(=O)N3CCN(c4ccccn4)CC3)c3ccccc3n2)cc1	2%	28%&7%&11%	3&-2&2	36%&16%&2%	-21%	-13%	-24%&-13%&-10%	3%&3%&0%	-14%
COc1cc(/C=C/CNC[C@H]2O[C@@H](n3ccc(=O)[nH]c3=O)[C@H](O)[C@@H]2O)ccc1O	0%	6%	5	?	-5%	-27%	-2%	-2%	-3%
Oc1ccc(N=Nc2cccc(Cl)c2)cc1C=Nc1ccc(N2CCOCC2)cc1	4%	7%[57.1 µM]	3	12%[57.1 µM]	14%	-15%	0%	1%	-1%
CCOC(=O)c1cccc(C(=O)Oc2ccccc2)n1	-3%	10%	1	13%	-1%	-4%	3%	-2%	5%
